# Compound activity as filed in PubChem BioAssay.
# HT1080 IDH1KD tx: HT-1080 IDH1 knockdown cell toxicity (counter line) | HT-1080 IDH1 knockdown viability, ATP luminescence, 48 h | Potency, µM (series often up to 46.1 µM), for the others: at the highest dose activity, negative = toxicity, hits mostly cytotoxic | 2% of 360,000 active | AID 686971;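 further: potency means the concentration at half of the fitted maximal effect; 0% = DMSO wells and -100% = cell-free medium wells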
#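 After a 2 h attachment period, IDH1KD HT-1080 cells took pin-transferred compound for 48 h at 37 °C; ATP-based luminescence after 10 min room-temperature reagent incubation reported viability.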
# MCF10A rerep: induces DNA re-replication in MCF 10a normal breast cells. MCF 10A DNA re-replication, Hoechst nuclear intensity, 48 h. Potency, µM (titrated, usually from 46.1 µM), for the others: at the top dose activity, positive = re-replication, most hits filed as activators. 2.9% of 350,000 active; further: potency means the concentration at half of the fitted maximal effect; % of control where 0% means no effect; nearly all actives have a fitted effect of over 50% in size
# SW480 rereplic: inducers of DNA re-replication in SW480 colon cancer cells | SW480 DNA re-replication, Hoechst DNA content imaging, 48 h | Potency, µM (highest dose often 46.1 µM), for inactives: at the top dose re-replication activation, actives largely listed as activators | 1.8% of 340,000 active | AID 624297; further: potency means the concentration at half of the fitted maximal effect; % of control where 0% means no effect; nearly all actives have a fitted effect of over 55% in size
#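 DNA re-replication was detected as more nuclei of elevated Hoechst intensity after 48 hr exposure to compound (23 nL pinned per well of 250 cells).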
# ATXN2 expr inh: reduces ATXN2 reporter expression in HEK-293 cells; 0.72% of 360,000 active; HEK-293 ATXN2-luciferase reporter, luminescence, 24 h; Potency, µM (series often up to 57 µM), inactives show top-dose activity change, negative = inhibition, actives largely listed as inhibitors; further: potency means the concentration at half of the fitted maximal effect; on the % scale 0 is the no-effect control and ±100 the full control effect; nearly all actives have a fitted effect of over 55% in size
#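 qHTS (up to 57 uM final) was run with 24 h compound exposure of reporter cells at 37 °C. Each well was multiplexed: SteadyGlo luminescence measured ATXN2-luciferase expression after a fluorogenic Gly-Phe-AFC viability readout (25 uM final).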
# HT1080NT lethal: kills 2HG-producing HT-1080-NT fibrosarcoma cells; 1.6% of 360,000 active; AID 686970; Potency, µM (series often up to 46.1 µM), for the others: at the highest dose activity, negative = less viability, usual class: cytotoxic; HT-1080-NT fibrosarcoma viability, CellTiter-Glo ATP luminescence, 48 h;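 further: NT is the 2HG producing partner of a matched IDH1 knockdown line; potency means the concentration at half of the fitted maximal effect; 0% = DMSO-treated cells and -100% = media-only wells without cells; nearly all actives have a fitted effect of over 55% in size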
#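 Viability of the 2HG-overproducing fibrosarcoma line after 48 hours of compound exposure at 37 degrees C was determined by luminescence with CellTiter-Glo, and concentration-effect curves were then fitted and categorized.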
# IL-1B inflam inh: inhibitors of inflammasome signaling (IL-1 beta secretion); activity change, % at 57.5 µM; 4.7% of 360,000 active; AID 743279; THP-1 LPS/ATP IL-1B secretion, AlphaLISA, 16 h; stronger effect = lower value; in the data active means activity change below about -50%; inconclusive means mostly about -30% to -49%; further: on the % scale 0 is the no-effect control and ±100 the full control effect
#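 THP-1 cells pretreated 1 hr with compounds (up to 57.5 uM final), then stimulated with LPS (250 ng/mL final) plus ATP (1.25 mM final); secreted IL-1B measured by AlphaLISA after 16 hr, decreased signal indicating inhibition.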
# KB-3-1 tox: KB-3-1 parental cell cytotoxicity | KB-3-1 viability, CellTiter-Glo ATP luminescence, 72 h | Potency, µM (doses to about 46.1 µM), for the others: at the top dose activity change, negative = cytotoxic, usual class: cytotoxic | 1.4% of 400,000 active | AID 1347075; further: potency means the concentration at half of the fitted maximal effect; on the % scale 0 is the no-effect control and ±100 the full control effect; nearly all actives have a fitted effect of over 60% in size
#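 Cytotoxicity measured as CellTiter-Glo luminescence after 72 h at 37 C. Compound titrations were pinned onto drug-naive KB-3-1 parental adenocarcinoma cells grown in DMEM with 10% FBS, and normalized data fitted to concentration-response curves.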
# HepG2 tox: HepG2 cytotoxicity, counter-screen for TGF-b inhibitors; 0.76% of 410,000 active; HepG2 CAGA-GFP viability, ATP luminescence, 18 h; Potency, µM (top dose mostly 46.1 µM), without a hit: at the top dose activity change, negative = cytotoxicity, hits mostly cytotoxic; AID 588856; further: potency means the concentration at half of the fitted maximal effect; some results filed as inactive show a strong effect at the top dose
#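 HepG2 CAGA-GFP cells (1000/well, DMEM with 1% FBS) received compound, then TGF-beta at 500 pg/mL final, and were incubated 18 hours at 37 degrees C. Viability was read by CellTiter-Glo luminescence. Media-only wells were set as complete cell-killing and DMSO as no toxicity.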
# S2 tox: viability counter-screen for ATXN expression inhibitors | S2 cells (HEK-293 line with an ATXN2-luciferase reporter) viability, CellTiter-Fluor protease fluorescence, 24 h | Potency, µM (top dose mostly 56.7 µM), hits mostly cytotoxic | 0.49% of 400,000 active | AID 651635; further: potency means the concentration at half of the fitted maximal effect; nearly all actives have a fitted effect of over 40% in size
# Active calls of the source: *; i = inactive; ? = inconclusive; nt = not tested or not shown; [ ] = remark or other dose. Unless noted, the call rests on the fitted dose curve; in most records, active means well fitted curve in the direction sought with a large enough effect; inconclusive means small, poorly fitted or top-dose-only effect, or another doubt; inactive means no such curve, though single readings can be large; an effect the other way counts as inactive or inconclusive. Compounds as they come; 8.9% or so of the library scored in one or more.
SMILES,HT1080 IDH1KD tx,MCF10A rerep,SW480 rereplic,ATXN2 expr inh,HT1080NT lethal,IL-1B inflam inh,KB-3-1 tox,HepG2 tox,S2 tox
NC(COCc1ccccc1)c1csc(Nc2ccc(C(F)(F)F)cn2)n1 (stereo unspecified),?,nt,nt,?,?,?,2%,-92%,i
CC(Cc1ccccc1)=NNS(=O)(=O)c1ccc([N+](=O)[O-])cc1,18%,3%,0%,-12%,12%,-10,20%,6%,i
Cc1cc(NC(=O)Nc2cccc(C(F)(F)F)c2)n(C)n1,0%,23%,-6%,-14%[11.3 µM],7%,-3,10%,-23%,i
COc1ccccc1-c1cc(C(=O)NC(C)c2ccccc2)no1 (stereo unspecified),?,19%,?,3%,23%,-6,1%,-17%,i
Cc1ccc(NC(=O)c2ccco2)c(NC(=O)c2ccccc2C)c1,6%,-2%,-6%,-5%,8%,-13,23%,-4%,i
O=C(c1n[nH]c2ccccc12)N1CCN(c2ccc(F)cc2)CC1,12%,2%,-8%,23%,10%,-8,-10%,35%,i
COc1ccc(N2CCN(C3CCCN(S(=O)(=O)c4ccc(C)cc4C)C3)CC2)cc1 (stereo unspecified),-13%,?,?,?,0%,?,26µM*,-20%,i
CCc1nc2ccccc2c(C(=O)OCC(=O)N2CC(C)OC(C)C2)c1C (stereo unspecified),9%,11%,?,7%,0%,5,-2%,4%,i
Cc1nc2cc(NC(=O)NCc3ccc4c(c3)OCO4)ccc2o1,4%,-4%,1%,5%,8%,-9,6%,2%,i
COc1ccc(OC)c(S(=O)(=O)N/N=C\c2cn(CC(N)=O)c3ccccc23)c1,?,?,?,-10%,-22%,i,?,0%,i
Fc1cc(F)c(F)c(SCn2cc(Br)cn2)c1F,10%,1%,-1%,1%,13%,-14,-3%,0%,i
COc1ccc(C)cc1NC(=O)COC(=O)CCC(=O)c1cccs1,8%,10%,-24%,-2%,4%,38,20%,-2%,i
CC1(C)Oc2ccc3ccc(=O)oc3c2/C(=C/NCCO)C1=O,-1%,-5%,-4%,-4%,0%,-8,2%,-22%,i
Clc1ccc(Oc2nc(Oc3ccc(Cl)cc3)nc(N3CCOCC3)n2)cc1,?,27%,28%,-26%,-18%,7,-26%,-25%,i
O=C(CCS(=O)(=O)c1ccc(Br)s1)Nc1c(F)cccc1F,nt,nt,nt,8%,nt,nt,-19%,-6%,i
Cc1noc(C(=O)NCc2ccc(F)cc2)c1Cl,-5%,2%,-6%,-1%,6%,-6,-7%,-10%,i
Oc1ccc(Br)cc1/C=N/n1c(COc2ccccc2)n[nH]c1=S,-5%,?,-10%,-9%,1%,12,?,-17%,i
O=C(NNC(=O)c1ccccn1)c1ccc(OC(F)F)cc1,21µM*,-1%,?,?,?,51,?,-40%,?
COc1ccc(CCNC2=CC(=O)CC(C)(C)C2)cc1,1%,8%,-10%,-31%,7%,-14,-2%,8%,i
Cc1c(Cl)cccc1NC(=O)COC(=O)c1c2c(nc3ccccc13)CCN(Cc1ccccc1)C2,?,?,?,-18%,?,0,?,-34%,i
CC(C)(C)C1CCc2c(sc(NC(=O)c3cccc(Cl)c3)c2C(=O)NCc2ccco2)C1 (stereo unspecified),nt,nt,nt,1%,nt,nt,6%,-15%,i
COc1ccccc1OCCOc1ccc(/C=C2/C(=N)N3OC(C)=CC3=NC2=O)cc1OC,0%,7%,-2%,-17%,0%,27,-11%,-9%,?
Cc1[nH]cnc1CSCCN,-1%,-2%,-6%,-9%,-4%,0,-15%,25%,i
C=CCN1C(=O)/C(=C2/Sc3ccc(OC)cc3N2CC)SC1=S,-3%,4%,4%,nt,-2%,16,2%,1%,i

# The final five records of the part above are carried over, then new ones follow.
SMILES,HT1080 IDH1KD tx,MCF10A rerep,SW480 rereplic,ATXN2 expr inh,HT1080NT lethal,IL-1B inflam inh,KB-3-1 tox,HepG2 tox,S2 tox
Cc1c(Cl)cccc1NC(=O)COC(=O)c1c2c(nc3ccccc13)CCN(Cc1ccccc1)C2,?,?,?,-18%,?,0,?,-34%,i
CC(C)(C)C1CCc2c(sc(NC(=O)c3cccc(Cl)c3)c2C(=O)NCc2ccco2)C1 (stereo unspecified),nt,nt,nt,1%,nt,nt,6%,-15%,i
COc1ccccc1OCCOc1ccc(/C=C2/C(=N)N3OC(C)=CC3=NC2=O)cc1OC,0%,7%,-2%,-17%,0%,27,-11%,-9%,?
Cc1[nH]cnc1CSCCN,-1%,-2%,-6%,-9%,-4%,0,-15%,25%,i
C=CCN1C(=O)/C(=C2/Sc3ccc(OC)cc3N2CC)SC1=S,-3%,4%,4%,nt,-2%,16,2%,1%,i
CCn1nc(C(=O)OC2CCOC2=O)c2ccccc2c1=O (stereo unspecified),7%,-3%,-3%,-7%,9%,0,-2%,19%,i
CC(NC(=O)[C@H](C)NC(=O)C1CC(=O)N(c2ccc3c(c2)OCO3)C1)c1ccccc1 (stereo partly specified),8%,2%,-16%,3%,13%,8,1%,0%,i
Cn1cc(Cl)cc(C(=O)Nc2ccccc2)c1=O,-1%,0%,-25%,nt,3%,13,-4%,-1%,i
COCCCNc1oc(-c2ccccc2OC)nc1C#N,4%,4%,-6%,9%,7%,-9,-6%,0%,i
CCN(CC)Cc1c(C(=O)N/N=C/c2ccco2)nnn1-c1nonc1N,3%,-1%,13%,-12%,11%,8,10%,-5%,i
Cc1ccc(S(=O)(=O)CCSC(=N)N)cc1,?,18µM*,6.5µM*,-12%[11.3 µM],?,-115*,-30%,-24%,i
Cc1[nH]n(-c2ccc(F)cc2)c(=O)c1C=Nc1ccc(S(=O)(=O)N(C)C)cc1,10%,-4%,-7%,2%,-2%,14,5%,-20%,i
Cc1ccc(S(=O)(=O)Nc2cc(=O)[nH]c(SCC(=O)Nc3ccccc3C(F)(F)F)n2)cc1,5%,0%,-1%,-13%,-2%,13,4%,-5%,i
CCC12C(=O)C(CC)(C(c3ccccc3)=C1c1ccccc1)[C@@H]1C(=O)N(c3ccccc3)C(=O)C12 (stereo partly specified),1%,16%,21%,-32%,-1%,1,?,12%,i
NC(=O)c1ccccc1OCCOc1ccc(Br)cc1,?,5%,?,-25%,-8%,-59*,-26%,4%,i
CCOc1ccc2nc(N/C(N)=N/C(=S)Nc3cccc(OC)c3)nc(C)c2c1,9%,10%,?,-10%,-2%,-55*,0%,3%,?
Cc1cc(C)nc(N2CCCC(C(=O)NCc3ccccc3F)C2)n1 (stereo unspecified),6%,-4%,-7%,-6%,11%,6,25%,-7%,?
CC(C)(C)OC(=O)C[C@H]1C/C=C\C[C@@H](CC(=O)N[C@@H](CO)Cc2ccccc2)C(=O)NC[C@@H](c2ccccc2)OC1=O,0%,-4%,4%,2%,3%,20,?,4%,i
COc1ccc(NC2SC(=O)N(CC(=O)O)C2=O)cc1 (stereo unspecified),-20%,15%,-10%,-18%,-4%,0,3%,-1%,i
CS(=O)(=O)c1ccc(-n2c(=O)n(Cc3ccccc3)c(=O)c3[nH]cnc32)cc1,2%,-3%,3%,nt,-1%,-6,1%,-2%,i
O=C(NCc1ccccc1Cl)C(=O)NCC1CCCN1S(=O)(=O)c1cccs1 (stereo unspecified),0%,9%,-2%,4%,-1%,-15,8%,-4%,i
CN(C)NC(=S)NC1CC2CCC1C2 (stereo unspecified),7%,-3%,0%,6%,2%,32,14%,-7%,i
CC(C)(C)OC(=O)N1CCC2(CC1)C(C#N)=C(N)OC1=C2C(=O)CCC1,2%,-2%,0%,-4%,-4%,3,-2%,-1%,i
NC(=O)C1(N2CCCCC2)CCN(C(=O)c2ccc(-n3cnnn3)cc2)CC1,4%,-11%,8%,2%,2%,27,28%,1%,i
CCc1cn(C2CC(O)C(CO)O2)c(=O)[nH]c1=O (stereo unspecified),7%,25%,-8%,7%,3%,33,4.6µM*,3%,i
COc1ccccc1NC(=O)C1=C(C)NC(=O)NC1c1cccc(OC)c1OC (stereo unspecified),1%,-10%,-8%,-3%,0%,-18,5%,0%,i
Cc1ccc(OCC(=O)NCCCNC(=O)c2cccnc2)cc1C,18µM*,-5%,-1%,-4%,?,-5,-3%,2%,i
CCOC(=O)CN(C(=O)c1snc(C(N)=O)c1N)C(C(=O)NC1CCCCC1)c1ccc(F)cc1 (stereo unspecified),-3%,3%,?,36%,0%,-7,?,-15%,i
COCCN(C(=O)CSc1nnc(-c2ccccc2C)n1C)c1c(N)n(Cc2ccccc2)c(=O)[nH]c1=O,4%,-14%,12%,nt,2%,13,3%,17%,i
CC(C)N=C1NN=C(c2ccc(F)cc2)CS1,-9%,-6%,-1%,?,-8%,-1,0%,-53%,i
O=C(CNC(=O)c1ccco1)OCC(=O)c1ccc(Br)cc1,8%,-16%,-6%,1%,10%,6,22%,-1%,i
COc1ccc(/C=N/NC(=O)CCN2CCCCC2c2cccnc2)cc1Cn1cc([N+](=O)[O-])cn1 (stereo unspecified),-8%,0%,4%,0%,-2%,?,12%,-43%,i
CCOc1ccc2nc(N3CCCC(C(=O)NCCCN4CCCCC4)C3)sc2c1 (stereo unspecified),?,-1%,21%,-20%,18µM*,0,?,-35%,?
O=C(Nc1ccc(Cl)cc1)/C(=C/c1cccc(O)c1)c1nc2ccccc2s1,4.1µM*,4.1µM*,21µM*,8.9µM*,4.6µM*,-101*,2.9µM*,-82%,nt
Cc1noc(C)c1COc1ccccc1C(=O)N(C)Cc1ccc(F)cc1,2%,-2%,-9%,0%,5%,37,25%,-1%,i
O=C(O)CCN1CCOCC1,9%,1%,-7%,-3%,3%,4,-6%,-23%,i
O=C(NCc1ccccc1Cl)c1ccc(NC(=O)N2CCCCc3ccccc32)cc1,nt,nt,nt,11%,nt,nt,3%,-13%,i
